TrxR1 substrate: is turned over as a substrate by rat TrxR1; hit rate 0.01% among 390,000; Potency, µM (titrated, usually from 114 µM), for inactives: at the top dose activity change, negative = substrate turnover; purified TrxR1 substrate turnover, NADPH consumption readout; AID 588456; O89049; further: on the % scale 0 is the no-effect control and ±100 the full control effect; nearly all actives have a fitted effect of over 50% in size
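Rat TrxR1, dispensed at 90 nM, was prereduced with 400 uM NADPH (final) for 5 min at ~22 deg C, then incubated with compound 15 min before 400 uM selenite. A first-read NADPH fluorescence drop versus no-compound background flagged substrates.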
Vif-A3G inh: blocks the Vif interaction with human APOBEC3G; hit rate 0.076% among 410,000; AID 602310; Potency, µM (highest dose often 46.1 µM), inactives show at the highest dose activity, negative = active, actives largely listed as inhibitors; Q9HC16; HeLa A3G-eYFP + Vif (tagged APOBEC3G with the HIV-1 protein that degrades it), YFP fluorescence, overnight;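 further: on the % scale 0 is the no-effect control and ±100 the full control effect; nearly all actives have a fitted effect of over 60% in size; hits raise eYFP signal because A3G escapes Vif-driven loss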
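HeLa cells stably expressing Vif and C-terminally eYFP-tagged A3G, seeded overnight at 37 deg C, then exposed to compound by pintool overnight at 37 deg C. Rise in yellow fluorescence (Ex 488/Em 500-530, Acumen) marks blocked Vif-driven A3G degradation.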
Vif-A3F inh: Vif-A3F binding inhibition; Potency, µM (top dose mostly 46.1 µM), for the others: top-dose activity, negative = active; hit rate 0.2% among 390,000; HeLa A3F-eYFP + Vif (tagged APOBEC3F with the HIV-1 protein that degrades it), YFP fluorescence increase; further: % of control where 0% means no effect; nearly all actives have a fitted effect of over 65% in size
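HeLa cells stably expressing A3F-eYFP plus Vif, plated and incubated overnight at 37 deg C, then exposed to compounds overnight at 37 deg C. Blocked degradation read as raised yellow fluorescence (Ex 488/Em 500-530).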
mIDH1 inhibitor: inhibitors of human mutant IDH1 R132H; Potency, µM (top dose mostly 76.6 µM), inactives show at the highest dose activity change, negative = inhibition, actives largely listed as inhibitors; IDH1-R132H enzyme, NADPH consumption, diaphorase/resazurin fluorescence; hit rate 0.093% among 390,000; O75874; further: on the % scale 0 is the no-effect control and ±100 the full control effect; nearly all actives have a fitted effect of over 65% in size
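IDH1-R132H (0.5 ug/mL) preincubated 30 min with compound, then NADPH (0.016 mM) and alpha-KG (2 mM) added; 80 min at RT, pH 7.5. Remaining NADPH coupled via diaphorase/resazurin to fluorescence (540/590 nm); concentration-response curves normalized to no-enzyme control.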
RXFP1 ag: agonists of human relaxin receptor RXFP1; hit rate 0.3% among 370,000; HEK293T-RXFP1 cAMP TR-FRET, 30 min; response scale: percent of porcine relaxin response, buffer zero; Potency, µM (doses to about 57.5 µM), for inactives: top-dose activation, most hits filed as activators; further: on the % scale 0 is the no-effect control and ±100 the full control effect; nearly all actives have a fitted effect of over 60% in size; many of its hits are not listed in these tables
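cAMP rise read by TR-FRET after 30 min, 37C compound exposure (up to 58 uM) in RXFP1-transfected HEK293 cells with Ro 20174 present. EC50 from Hill-equation fits, with 29 nM porcine relaxin as 100% and buffer as basal.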
ALOX12 inh: ALOX12 (human) lipoxygenase inhibition; Potency, µM (doses to about 108 µM), for the others: at the top dose activity change, negative = inhibition, actives largely listed as inhibitors; AID 1671190; P18054; hit rate 1.1% among 580,000; purified 12hLO, xylenol orange hydroperoxide absorbance; further: on the % scale 0 is the no-effect control and ±100 the full control effect
Target sequence (P18054 whole entry, looked up): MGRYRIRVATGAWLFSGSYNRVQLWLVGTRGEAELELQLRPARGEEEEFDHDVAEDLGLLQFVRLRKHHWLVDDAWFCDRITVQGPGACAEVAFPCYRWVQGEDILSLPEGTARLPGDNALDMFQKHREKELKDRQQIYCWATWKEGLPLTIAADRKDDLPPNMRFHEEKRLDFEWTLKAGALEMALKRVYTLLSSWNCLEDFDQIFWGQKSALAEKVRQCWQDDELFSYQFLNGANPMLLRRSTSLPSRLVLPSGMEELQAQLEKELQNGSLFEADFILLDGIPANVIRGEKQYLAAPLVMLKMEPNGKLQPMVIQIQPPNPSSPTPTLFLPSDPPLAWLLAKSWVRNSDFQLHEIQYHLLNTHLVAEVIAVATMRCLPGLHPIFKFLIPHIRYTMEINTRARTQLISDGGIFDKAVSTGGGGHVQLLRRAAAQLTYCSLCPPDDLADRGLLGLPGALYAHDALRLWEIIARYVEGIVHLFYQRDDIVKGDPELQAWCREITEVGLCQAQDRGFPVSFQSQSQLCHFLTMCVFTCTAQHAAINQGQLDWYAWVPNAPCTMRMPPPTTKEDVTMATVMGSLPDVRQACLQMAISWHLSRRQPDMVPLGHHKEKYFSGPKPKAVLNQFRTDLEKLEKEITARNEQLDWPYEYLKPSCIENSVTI
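Purified human 12hLO at 150 nM in 25 mM Hepes, 0.01% Triton X-100, pH 7.0, preincubated 15 min at room temperature with compound. Reaction started with 40 uM arachidonic acid, 30 min at room temperature. Hydroperoxide measured by Fe-xylenol orange, 573/405 nm absorbance ratio.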
USP1 inh: blocks the human USP1/UAF1 deubiquitinase complex. AID 743255. O94782. recombinant USP1/UAF1, Ub-Rhodamine cleavage fluorescence. hit rate 0.23% among 390,000. Potency, µM (titrated, usually from 57.1 µM), for the others: at the top dose activity change, negative = inhibition, usual class: inhibitors; further: on the % scale 0 is the no-effect control and ±100 the full control effect; nearly all actives have a fitted effect of over 60% in size; inactives centre near -12
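USP1/UAF1 complex (1 nM) preincubated 15 min at room temperature with compound, then Ub-Rho substrate (150 nM final) added. Kinetic fluorescence at 480/540 nm over 6 reads at 60 s intervals; 50 mM HEPES pH 7.8, 0.5 mM EDTA, 0.1 mg/ml BSA, 1 mM TCEP, 0.01% Tween-20.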
RGS4 inhibitor: inhibitors of human regulator of G protein signaling 4; AID 504845; Potency, µM (titrated, usually from 114 µM), for inactives: at the top dose activity change, negative = inhibition, usual class: inhibitors; Transcreener GDP fluorescence polarization, RGS4-accelerated GTP hydrolysis; hit rate 0.039% among 390,000; further: on the % scale 0 is the no-effect control and ±100 the full control effect; nearly all actives have a fitted effect of over 75% in size; some results filed as inactive show a strong effect at the top dose
Target sequence (P49798 whole entry, looked up): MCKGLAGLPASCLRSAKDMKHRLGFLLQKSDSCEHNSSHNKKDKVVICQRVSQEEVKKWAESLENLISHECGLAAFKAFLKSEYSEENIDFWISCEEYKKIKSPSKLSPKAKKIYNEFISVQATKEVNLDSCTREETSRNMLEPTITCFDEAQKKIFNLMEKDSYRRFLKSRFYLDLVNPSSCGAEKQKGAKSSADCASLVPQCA
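MLSMR compounds (23 nl, pin-transferred) preincubated 10 min at room temperature with a 500nM (2x) first reagent, then RGS4 at 900nM (2x) plus Transcreener GDP mix added; fluorescence polarization (620/688 nm) read before and after 90 min at 30 °C.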
rTrxR1 inhibitor: blocks rat thioredoxin reductase 1; recombinant rTrxR1, NADPH fluorescence consumption, selenite substrate; AID 588453; Potency, µM (doses to about 114 µM), inactives show at the top dose activity change, negative = inhibition, hits mostly inhibitors; O89049; hit rate 1% among 390,000; further: on the % scale 0 is the no-effect control and ±100 the full control effect; nearly all actives have a fitted effect of over 65% in size
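Rat TrxR1 (90 nM in the dispensed reagent) was pre-reduced with 400 uM NADPH for 5 min at room temperature, then incubated with compound for 15 min. After 400 uM selenite was added, NADPH fluorescence (Ex 340/Em 450 nm) was followed for 8 min.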
An asterisk follows results filed as active; i = inactive; ? = inconclusive; . = no result given; & = joins results of further samples; [ ] = another dose, or the depositor's remark. The call rests on the fitted dose curve; in most records, active means well fitted curve in the direction sought with a large enough effect; inconclusive means small, poorly fitted or top-dose-only effect, or another doubt; inactive means no such curve, though single readings can be large; an effect the other way counts as inactive or inconclusive. Potency means the concentration at half of the fitted maximal effect. The list is partial; count on the stated rates, not on these rows.

entry	compound	TrxR1 substrate	Vif-A3G inh	Vif-A3F inh	mIDH1 inhibitor	RXFP1 ag	ALOX12 inh	USP1 inh	RGS4 inhibitor	rTrxR1 inhibitor
1	Cc1c(Cl)cccc1NC(=O)c1ccc(-n2ccnc2)nc1	-2%	-2%	3%	1%	-2.4%	-13%	-24%	19%	-2%
2	CCOC(=O)c1c(-c2cccs2)csc1N	10%[57.1 µM]	-9%	-2%	15%	7.4%	45µM*	-14%	-21%	12%[57.1 µM]
3	COc1cccc(/C=N/NC(=O)CN2CC(c3ccccc3)CC2=O)c1O (configuration not stated)	-9%	0%	-11%	-2%	0.6%	?	1%	1%	-15%
4	O=C(CSc1nnc(CNC(=O)C23CC4CC(CC(C4)C2)C3)n1-c1ccc(F)cc1)Nc1ccc(F)cc1	-2%	-3%	5%	0%	1.1%	-4%	-19%	11%	-5%
5	COC(=O)c1cccc(-n2nnnc2SCC(=O)Nc2cc(C)on2)c1	1%	-9%	-1%	-2%	1.3%	1%	-3%	18%	11%
6	CCCN(C(=O)COC(=O)Cn1c(=O)oc2ccccc21)c1c(N)n(Cc2ccccc2)c(=O)[nH]c1=O	-8%	-2%	-17%	7%	0.1%	?	-9%	10%	-3%
7	CCOC(=O)C1=C(COC(=O)/C=C/c2ccc(OC)cc2OC)NC(=O)NC1C (configuration not stated)	-2%	-7%	5%	4%	-0.5%	15%	-21%	-33%	9%
8	O=C(Cc1cccs1)NCCCc1ccccc1	1%	-12%	20%	1%	-1.1%	1%	-24%	39%	9%
9	O=C(O)c1ccccc1Sc1c([N+](=O)[O-])cc(C(F)(F)F)cc1[N+](=O)[O-]	6%[57.1 µM]	-1%	?	2%	-0.1%	0%	-20%	-25%	8%[57.1 µM]
10	CC(=O)N1N=C(c2ccc(Br)cc2)CC1c1cn(C)c2ccccc12 (configuration not stated)	-4%	-19%	1%	-1%	2.5%	-1%	-8%	-10%	?
11	COc1ccc(/C=C/C(=O)Nc2c(C)nn(C)c2C)cc1COc1ccc(Br)cc1	2%[0.457 µM]	0%	-4%	-1%	0.0%	-1%	-26%	-1%	15%
12	COc1ccc(C)cc1NC(=O)Cn1c(=O)ccc2cc(S(=O)(=O)N3CCCC3)ccc21	-6%[57.1 µM]	-2%	-2%	1%	-1.4%	-1%	-13%	-4%	15%[57.1 µM]
13	COc1ccc(-n2nc3cc(C)c(NC(=O)c4cccnc4)cc3n2)cc1	8%	-1%	-20%	1%	1.5%	-4%	3%	-10%	-16%
14	CN(Cc1ccccc1)C(=O)c1ccc(NC(=O)C2CCCN(C(=O)OC(C)(C)C)C2)cc1 (configuration not stated)	-3%[57.1 µM]	0%	5%	-10%	.	-1%	-19%	-4%	-12%[57.1 µM]
15	Cc1ccc(C(=O)Oc2cccnc2)cc1[N+](=O)[O-]	-4%[57.1 µM]	-5%	-3%	3%	0.4%	10%	2%	-12%	17%[57.1 µM]
16	CSCCC(C(=O)N1C[C@]2(C)C[C@H]1CC(C)(C)C2)N1C(=O)c2ccccc2C1=O (some centres not stated)	-11%	0%	-4%	1%	1.0%	-20%	-4%	-3%	-12%
17	CC(=O)c1ccc(NC(=O)CSc2nnc(-c3ccoc3C)n2Cc2ccccc2)cc1	-6%	-1%	2%	15%	-0.2%	0%	-9%	-15%	-13%
18	O=C1OCCN1C(=O)[C@H]1[C@H](c2ccc(Cl)cc2)C(c2ccccc2)=NN1c1ccccc1	10%	-5%	-3%	-13%	.	-15%	?	-18%	11%
19	CC(=O)c1cc(OC(=O)c2ccncc2)ccc1OC(=O)c1ccncc1	8%[57.1 µM]	0%	0%	-2%	1.9%	-10%	-16%	-21%	-41%
20	CC1(c2ccc(NC(=O)c3ccccc3F)cc2)CC1(Cl)Cl (configuration not stated)	-3%	2%	-3%	10%	1.4%	3%	-11%	-10%	11%
21	Cc1ccc(S(=O)(=O)N2CCCCC2)cc1C(=O)N(C)CC(=O)Nc1ccc(Cl)c(C(F)(F)F)c1	-1%	-5%	2%	-14%	-0.3%	i	-31%	1%	27%
22	O=C(NC1(C(F)(F)F)N=C2SCCN2C1=O)c1cccnc1 (configuration not stated)	6%[57.1 µM]	0%	-2%	0%	0.1%	7%	-1%	4%	12%[57.1 µM]
23	COc1ccc(NCC(=O)N/N=C/c2cc([N+](=O)[O-])ccc2N2CCCC2)cc1	-2%[57.1 µM]	0%	-7%	0%	-1.4%	-8%	-21%	?	8%[57.1 µM]
24	CC1(C)CC(=O)C(CC2=C(O)CC(C)(C)CC2=O)C(=O)C1	-1%	0%	2%	6%	-0.6%	0%	-12%	13%	?
25	Cc1cccc(CSCc2ccc(C(=O)O)o2)c1	5%	-6%	8%	-1%	-0.7%	6%	-19%	?	0%
26	Cn1c(NC(=O)c2ccc(Br)o2)cc(=O)n(C)c1=O	3%[57.1 µM]	-1%	2%	-2%	3.1%	?	-14%	-13%	?
27	OC(Cc1ccncc1)c1ccccc1Cl (configuration not stated)	4%	-5%	1%	-3%	.	-15%	-18%	-17%	18%
28	O=C(NNc1cccc(Cl)n1)Nc1ccccc1Cl	-9%	0%	-7%	-3%	1.7%	0%	6%	15%	-12%
29	Cc1nc2ccccc2nc1OCC(=O)Nc1ccccc1	4%	3%	?	-11%	11%	-3%	-11%	29%	8%
30	O=C(COc1ccc2ccc(=O)oc2c1)NC1CCCCC1	32%[activator]	-1%	13%	1%	0.2%	?	4%	8%	-5%
31	CCCn1c(=O)[nH]c(=O)c2c1nc(-c1cccs1)n2CCOC	39%[activator][57.1 µM]	-1%	3%	0%	9.7%	-3%	-11%	-3%	20%[57.1 µM]
32	CC(=O)NCCCc1nc2ccccc2n1Cc1ccccc1C	-10%	5%	-13%	1%	0.0%	2%	7%	2%	6%
33	CC1=C(C(=O)N(C)C)C(c2ccc(N3CCOCC3)cc2)NC(=O)N1 (configuration not stated)	-1%	0%	-2%	9%	1.8%	-9%	-6%	10%	10%
34	CC(C)(C)c1ccc(OCCNC(=S)NC(=O)c2cccnc2)cc1	15%	-4%	3%	6%	2.5%	-1%	-3%	-6%	7%[0.0914 µM]
35	Fc1cccc(/C=N/NC(=S)Nc2ccccc2Cl)c1	-16%	-1%	-28%	2%	0.3%	?	2%	-6%	-17%
36	Cc1c(NC(=O)c2nn(C(C)C)c(=O)c3ccccc23)c(=O)n(-c2ccccc2)n1C	.	-2%	-1%	8%	.	5%&36%	-15%	.	.
37	O=C(OCC(=O)N1CCN(c2ccccc2)CC1)c1ccncc1	-3%	4%	0%	-1%	0.0%	0%	-5%	7%	-4%
38	COc1ccc(C2=NN(C(=O)c3ccncc3)C(c3ccccc3O)C2)cc1 (configuration not stated)	1%[57.1 µM]	-2%	12%	?	-3.6%	-26%	-18%	6%	6%[57.1 µM]
39	COc1cccc(NC(=O)N2CCCC2C(=O)Nc2ccc3c(c2)OCCO3)c1 (configuration not stated)	-1%	-7%	-1%	-1%	0.5%	10%	-10%	14%	20%
40	CC(=O)N1c2ccccc2CCc2ccc([N+](=O)[O-])cc21	0%	1%	-1%	-5%	0.0%	14%	-9%	-17%	13%
41	COc1ccc(C(=O)NNC(=O)Cc2ccc([N+](=O)[O-])cc2)cc1	-6%	0%	-12%	-3%	0.1%	11%	-17%	18%	5%[57.1 µM]

Structural class, the compounds so far with fluorine (6)
entry	compound	TrxR1 substrate	Vif-A3G inh	Vif-A3F inh	mIDH1 inhibitor	RXFP1 ag	ALOX12 inh	USP1 inh	RGS4 inhibitor	rTrxR1 inhibitor
4	O=C(CSc1nnc(CNC(=O)C23CC4CC(CC(C4)C2)C3)n1-c1ccc(F)cc1)Nc1ccc(F)cc1	-2%	-3%	5%	0%	1.1%	-4%	-19%	11%	-5%
9	O=C(O)c1ccccc1Sc1c([N+](=O)[O-])cc(C(F)(F)F)cc1[N+](=O)[O-]	6%[57.1 µM]	-1%	?	2%	-0.1%	0%	-20%	-25%	8%[57.1 µM]
20	CC1(c2ccc(NC(=O)c3ccccc3F)cc2)CC1(Cl)Cl (configuration not stated)	-3%	2%	-3%	10%	1.4%	3%	-11%	-10%	11%
21	Cc1ccc(S(=O)(=O)N2CCCCC2)cc1C(=O)N(C)CC(=O)Nc1ccc(Cl)c(C(F)(F)F)c1	-1%	-5%	2%	-14%	-0.3%	i	-31%	1%	27%
22	O=C(NC1(C(F)(F)F)N=C2SCCN2C1=O)c1cccnc1 (configuration not stated)	6%[57.1 µM]	0%	-2%	0%	0.1%	7%	-1%	4%	12%[57.1 µM]
35	Fc1cccc(/C=N/NC(=S)Nc2ccccc2Cl)c1	-16%	-1%	-28%	2%	0.3%	?	2%	-6%	-17%
